# Screening data: PubChem BioAssay, several laboratories
# phage Ecoli inh: E. coli growth loss with phage present; growth absorbance; inhibition, % at 11.9 µM; 0.26% of 360,000 active; AID 651602; in the data active means inhibition above about 11%
# E coli growth: bacterial growth inhibition, counter-screen for AddAB inhibitors; inhibition, % at 11.9 µM; AID 449728; 0.27% of 330,000 active; E. coli V3065 growth, OD600 absorbance, 18 h;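 active means inhibition above the campaign's mean inhibition across all tested compounds plus 3 SD, cut at about 9.9% in these data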;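 further: uninfected addAB+ strain grown without phage in ampicillin broth; 0% = DMSO wells and 100% = ciprofloxacin 0.95 µg/ml wells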
# PKA-R2B activ: activators of human PKA-R2B complex | 0.079% of 340,000 active | activation, % at 11.4 µM | PKA-R2B holoenzyme dissociation, Cy5-IP20 fluorescence polarization; R2B truncated from residue 108, S112A mutant; 0% DMSO only, 100% 113 µM cGMP;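 active means activation above a cutoff set at the mean over all compounds plus 3 SD, cut at about 18% in these data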;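 further: higher means more holoenzyme dissociation and a rise in polarization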
# Target sequence (P31323 whole entry, looked up, other chains not shown, the tested form may be a part): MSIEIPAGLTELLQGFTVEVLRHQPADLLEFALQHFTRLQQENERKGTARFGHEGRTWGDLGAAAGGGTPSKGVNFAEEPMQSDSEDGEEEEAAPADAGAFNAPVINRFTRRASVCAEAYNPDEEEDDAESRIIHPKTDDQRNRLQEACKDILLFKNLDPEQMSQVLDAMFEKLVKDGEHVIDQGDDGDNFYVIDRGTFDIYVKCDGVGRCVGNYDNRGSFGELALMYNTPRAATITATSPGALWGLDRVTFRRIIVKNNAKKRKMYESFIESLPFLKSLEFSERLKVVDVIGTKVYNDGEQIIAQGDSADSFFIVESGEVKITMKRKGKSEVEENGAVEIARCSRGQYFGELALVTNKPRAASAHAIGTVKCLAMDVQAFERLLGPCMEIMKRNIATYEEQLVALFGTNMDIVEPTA
# PKA-R1A activ: activators of PKA-R1A complex; P00514+P68181; PKA-R1A dissociation, Cy5-IP20 fluorescence polarization; scaled: DMSO 0%, 113 µM cGMP 100%; activation, % at 11.4 µM; 0.083% of 340,000 active;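 active means percent activation above the mean of all tested compounds plus 3 SD, cut at about 19% in these data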;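 further: higher means more PKAc released from R1A so a rise in polarization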
# HTR5A inv ctr: inverse agonist of human HTR5A in OPRM1-OPRD1 counter-screen | P47898 | HTR5A cell line, luminescence, inverse agonism | inhibition, % at 9.3 µM | 0.083% of 340,000 active | AID 504634; in the data active means inhibition mostly above about 23%, no sharp cut-off; inactive means mostly below about 18%;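 further: 0% = cells with DMSO and 100% = no-cell wells with DMSO; some compounds called inactive have numbers as strong as hits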
# AddAB inh: less growth of phage-infected E. coli with AddAB; E. coli expressing H. pylori AddAB, absorbance growth; inhibition, % at 11.9 µM; 0.29% of 330,000 active; AID 435030; in the data active means inhibition above about 12%;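 further: 0% = vehicle wells of infected cells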
# HTR5A ag: counter-screen for OPRM1-OPRD1 agonists: human HTR5A agonism; P47898; HTR5A agonist assay, luminescence, cell-based; 0.61% of 340,000 active; activation, % at 9.3 µM; AID 504692; in the data active means activation mostly above about 9.5%, no sharp cut-off; inactive means mostly below about 7.6%;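 further: 0% = cells with vehicle only and 100% = reference agonist; strong numbers were not always called active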
# CDK5 p35 inh: blocks human CDK5/p35 kinase activity. Q00535+Q15078. Recombinant CDK5/p35, ADP-Glo luminescence, 60 min. inhibition, % at 10 µM. 0.01% of 330,000 active. AID 488839;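 active means highest replicate inhibition of at least 50% and at least 75% of replicates reaching 50%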;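 further: plate controls were DMSO neutral control for no effect and GW8510 at 10 µM for full effect; many of its hits are not listed in these tables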
# SUMO Mot1 rescue: inhibitors of SUMOylation pathway: yeast Mot1-301 growth rescue; S. cerevisiae Mot1-301 growth rescue, ATP luminescence, 38.5C; percent above DMSO median, 100 means doubled; growth rescue, % at 18.8 µM; 1% of 320,000 active;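 active means every valid replicate shows activation above 250% relative to neutral control wells; inactive means the rest, any valid replicate at or below 250%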;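 further: OY570 slx delta 5 strain wells were the positive control but not used for scaling; some compounds called inactive have numbers as strong as hits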
# Tat export inh: inhibitors of E. coli Tat protein transport; E. coli MC4100 TorA-mCherry Tat export, fluorescence; 0.036% of 340,000 active; inhibition, % at 10 µM;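 active means mean replicate inhibition at least 50% and at least half of replicates individually reaching 50%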;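 further: exported cargo escapes ClpAP degradation while cytoplasmic cargo is degraded and loses fluorescence; 0% = median of neutral control wells and 100% = median of NaSCN control wells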
# DAGLB inh: diacylglycerol lipase beta (human) inhibition. Q8NCG7. HEK293T DAGLB membrane lysate, EnzChek fluorogenic substrate. inhibition, % at 5.17 µM. 0.059% of 340,000 active. AID 504411; in the data active means inhibition above about 34%;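 further: 0% = enzyme with vehicle and 100% = wells lacking enzyme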
# Target sequence (Q8NCG7 whole entry, looked up): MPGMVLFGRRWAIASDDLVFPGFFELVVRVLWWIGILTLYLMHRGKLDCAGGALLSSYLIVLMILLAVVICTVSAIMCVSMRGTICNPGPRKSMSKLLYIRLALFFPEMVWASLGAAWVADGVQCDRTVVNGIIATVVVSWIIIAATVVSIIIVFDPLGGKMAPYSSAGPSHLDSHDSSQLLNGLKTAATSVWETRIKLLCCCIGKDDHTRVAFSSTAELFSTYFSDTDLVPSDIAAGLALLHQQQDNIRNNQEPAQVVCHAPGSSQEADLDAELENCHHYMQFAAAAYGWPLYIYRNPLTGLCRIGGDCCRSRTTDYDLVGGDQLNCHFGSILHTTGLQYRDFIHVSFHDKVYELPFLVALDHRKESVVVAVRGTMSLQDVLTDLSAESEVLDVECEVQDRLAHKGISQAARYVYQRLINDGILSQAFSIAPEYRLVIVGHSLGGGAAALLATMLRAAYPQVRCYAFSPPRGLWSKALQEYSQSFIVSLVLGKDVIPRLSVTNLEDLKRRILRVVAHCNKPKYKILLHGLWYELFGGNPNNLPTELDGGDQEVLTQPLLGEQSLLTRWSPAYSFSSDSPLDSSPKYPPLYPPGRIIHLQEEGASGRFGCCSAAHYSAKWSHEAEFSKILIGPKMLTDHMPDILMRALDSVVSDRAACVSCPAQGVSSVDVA
# Numbers without * were called inactive; · = no result given.
SMILES,phage Ecoli inh,E coli growth,PKA-R2B activ,PKA-R1A activ,HTR5A inv ctr,AddAB inh,HTR5A ag,CDK5 p35 inh,SUMO Mot1 rescue,Tat export inh,DAGLB inh
O=C(COC(=O)CNC(=O)c1ccc(Cl)c([N+](=O)[O-])c1)NNC(=O)c1ccccc1F,0.6,-1.2,2,-11,4,2.1,-1,0.9,-11,-1,2
COc1ccccc1NC(=O)c1csc2c1CCCC2,4.4,0.5,-1,0,-1,2.5,0,-4.1,18,9,-10
CC12CN3CC(C)(CN(C1)C3c1ccc3c(c1)OCO3)C2=O (stereo unspecified),-0.6,·,12,6,-11,·,0,-0.5,·,-5,1
Cc1cccc(N(C(=O)CNC(=O)c2cccs2)C(C(=O)NC2CCCC2)c2ccncc2)c1 (stereo unspecified),1.1,-2.3,0,-4,14,1.1,0,-0.2,-14,-2,0
CCN(CC)c1ccc(/C=N/NC(=O)Cc2cccs2)cc1,5.0,0.0,-11,-6,-2,1.8,-1,-0.7,0,8,2
Cc1ccc(N(Cc2cc3cc(C)ccc3[nH]c2=O)S(=O)(=O)c2ccccc2)cc1,3.8,2.4,-3,-2,-61,2.2,-2,-0.2,9,-2,1
Brc1ccc(N=C/C=C/C=C/Nc2ccc(Br)cc2)cc1,2.6,0.2,-8,-12,11,0.3,-4,2.4,425,7,0
COc1ccc2c(c1)N(C)C(=O)CC(c1ccccc1)=N2,1.4,-0.6,-7,-1,5,1.3,-2,0.2,-9,2,-2
CCCOc1cccc(C2/C(=C(/O)c3ccc4c(c3)CC(C)O4)C(=O)C(=O)N2CCN2CCOCC2)c1 (stereo unspecified),1.3,-2.1,-8,-10,18,1.9,7,-0.9,6,-5,1
CC(NC(=O)C1CCN(S(=O)(=O)N2CCCCCC2)CC1)c1ccccc1 (stereo unspecified),3.7,0.6,0,-2,-3,1.1,-6,2.2,9,-3,-5
Cc1ccc(NC(=O)C2COc3ccccc3O2)cc1 (stereo unspecified),1.1,-1.0,-8,-2,-2,3.5,1,0.8,-14,-1,-15
COCC(C)NC(C(=O)Nc1ccc(Cl)c([N+](=O)[O-])c1)c1ccccc1 (stereo unspecified),1.8,2.0,-15,-5,3,2.0,1,0.5,-16,2,-1
CCc1ccc(C(=O)/C=C/Nc2ccc(S(=O)(=O)Nc3onc(C)c3C)cc2)cc1,6.8,4.4,-17,-4,-22,14*,-2,-1.0,-2,4,11
CCOc1cc(/C=C(\C#N)C(=O)NCc2cccnc2)ccc1O,5.4,-0.3,-5,0,-9,-1.0,-3,-0.8,0,3,1
COc1ccccc1C(=O)NS(=O)(=O)c1ccc(C)cc1,7.4,1.3,-11,-12,-2,2.7,1,-1.5,4,2,3
CC1CCCC(NC(=O)COC(=O)c2ccc(Cl)nc2)C1C (stereo unspecified),1.6,-1.2,-13,-6,-16,-0.5,6,1.4,-3,0,-1
NC1=NC(=O)/C(=C/c2ccc(-c3ccc(S(N)(=O)=O)cc3)o2)S1,2.2,0.7,-3,14,10,1.3,3,40,20,8,1
CS(=O)(=O)N1CCN(C(=O)c2ccc3c(c2)OCCO3)CC1,1.8,-2.1,5,-8,-2,-0.4,1,-1.2,-9,8,0
CN(C)CCCNC(=O)c1ccccc1Oc1ccccc1,4.4,0.1,2,-8,-20,1.1,-1,0.4,5,-12,-3
CCn1nnnc1NC(=O)c1ccc2ccccc2c1,-0.6,-0.8,-1,-13,7,1.4,-3,-0.2,3,-4,-1
CCn1c(COc2ccccc2C)nnc1SCC(=O)O,1.1,4.2,5,7,1,2.8,0,1.1,-15,-7,1
COc1cc2c(cc1OC)C(C)N(C(=O)c1ccc(Cl)c(S(=O)(=O)N3CCCCC3)c1)CC2 (stereo unspecified),0.8,-3.0,-3,-4,-10,3.3,-2,-0.3,9,8,-4
COc1ccc(C)cc1S(=O)(=O)Nc1cc2c3c(c1)CCN3C(=O)CC2,7.0,0.3,-4,-12,9,0.9,0,0.2,74,1,4
c1cnc2ccc(C(c3nnnn3C3CCCC3)N3CCN4CCCC4C3)cc2c1 (stereo unspecified),4.4,1.7,1,0,-12,0.0,1,-1.1,0,9,-3
Cc1ccc(CN2CCC(c3cc(-c4cccs4)n[nH]3)CC2)cc1,5.4,1.6,-9,-2,6,4.1,-2,1.0,54,-3,0

# (further entries)
SMILES,phage Ecoli inh,E coli growth,PKA-R2B activ,PKA-R1A activ,HTR5A inv ctr,AddAB inh,HTR5A ag,CDK5 p35 inh,SUMO Mot1 rescue,Tat export inh,DAGLB inh
Cc1ccc(C(=O)N2CCCC(N3CCN(c4cccc(C(F)(F)F)c4)CC3)C2)s1 (stereo unspecified),-0.3,1.0,-10,-16,10,3.5,15*,3.9,-28,3,-4
CCOc1ccc2nc(N(CCCN(C)C)C(=O)c3ccc(C(=O)c4ccccc4)cc3)sc2c1,1.2,-3.1,4,7,20,-1.8,-8,0.2,1,5,-5
Cn1ncc(Cl)c1C(=O)N/N=C/c1ccccn1,1.7,2.1,-7,-4,8,3.2,2,-0.9,29,-3,-2
COc1cccc(C2(c3cccc(OC)c3)CC2C(=O)Nc2cccc3ccccc23)c1 (stereo unspecified),1.0,1.1,-2,1,18,-1.0,4,0.0,-13,-9,-7
Cc1ccc(CN2CC(=O)N3[C@H]4c5ccccc5OC[C@@H]4[C@H](c4ccccc4)[C@]3(C)C2=O)cc1,1.6,-0.4,-14,-10,4,2.5,5,-1.5,16,-10,-9
N/C(Cc1ccc(Cl)c(Cl)c1)=N\OC(=O)c1cccs1,-0.2,-0.8,14,6,-104,2.6,44*,-0.6,324*,-10,-24
Cc1scc(C(=O)N/N=C/c2ccc(Cl)s2)c1C,6.4,2.3,-2,10,0,0.0,-2,-0.6,1,0,-2
O=C(CCN1C(=O)/C(=C\c2ccccc2)SC1=S)NCCCN1CCOCC1,2.0,-0.5,5,-1,-26,5.3,6,-2.3,45,-2,3
CCOc1ccc(CCNC(=O)C2CC=CCC2C(=O)OC(C)C)cc1OCC (stereo unspecified),0.7,0.3,2,4,4,-2.4,-1,1.3,205,14,-1
O=C(c1ccc(COc2ccccc2Br)cc1)N1CCCCCC1,5.7,0.1,1,-13,-6,0.8,0,-0.1,-6,6,-5
Cc1ccc(Oc2cnc3ccccc3n2)cc1,2.6,3.1,7,18,-4,1.9,2,-4.7,22,-5,-5
CC(=O)Nc1ccc(OCC(O)CN2CCN(c3cccc(Cl)c3)CC2)cc1 (stereo unspecified),-0.7,-1.8,-2,8,-20,1.8,-1,-1.1,4,0,2
O=S(=O)(Cc1cc(-c2ccccc2Cl)no1)c1ccccc1,4.2,3.4,-21,8,1,4.4,8,-5.9,15,3,0
Cc1ccc(NC(=O)CNc2ccc(OC(C)C)cc2)c(C)c1,1.9,-1.2,-3,2,-12,1.7,5,0.0,-20,-7,-1
c1ccc(Cc2nnc3sc(-c4cccnc4)nn23)cc1,0.6,-1.1,-5,-10,14,0.6,-4,1.7,1,-4,0
Cc1cc(Nc2ccccc2)n(C(=O)c2ccccc2)n1,2.9,1.1,-9,-10,-31,1.6,-2,0.1,-7,15,-4
c1ccc2c(c1)c1c(c3ccccc32)CN2CCCC2C1 (stereo unspecified),3.9,·,-9,1,7,·,-2,-0.6,·,0,-1
O=C(NC1CCSc2ccccc21)c1cccc(Cl)c1 (stereo unspecified),1.0,2.3,-15,-3,-12,4.7,3,-1.5,-6,-13,-6
CC1CN(C(=O)c2cc3ccccc3cc2O)CC(C)O1 (stereo unspecified),-0.8,1.6,0,-11,-3,-0.7,-3,1.0,-2,-4,1
CCOc1ccc(-c2cnc3ccccc3n2)cc1,1.0,-0.3,2,4,10,2.5,-2,-0.2,6,5,-5
CCn1c(SCC(=O)Nc2nc(C)cs2)nnc1-c1ccoc1C,3.4,-1.6,-6,-19,3,0.7,2,0.9,-25,-6,2
COc1ccc(C(=O)NCc2nnc(SCC(=O)NC3CCCC3)o2)cc1,1.0,-2.2,-4,-13,10,1.1,1,1.0,11,-4,1
CCN(C(=O)CSc1cccc[n+]1[O-])C1CCCCC1,1.8,-1.7,0,5,6,-1.5,-2,0.5,-17,-11,0
NC(=O)C1CCN(C(=O)OCc2ccccc2)CC1,1.0,3.4,-9,-18,9,0.5,-4,-0.3,5,-10,-4
COc1cc(OC)c(S(=O)(=O)NC(C)C)cc1C(=O)O,1.2,-2.6,-4,4,4,2.2,-2,-1.7,-17,2,3
COc1cc(/C=C/C(=O)OCC(=O)NC(=O)NC(C)C)cc(OC)c1OC,-0.5,0.3,-8,4,-11,0.2,-18,6.1,-19,14,0
CC1(C)c2ccccc2C(=O)c2ccccc21,3.5,·,-1,1,4,·,-1,-0.1,·,-2,-3
Cc1ccc(NC(=O)c2c(NC(=O)CCC(=O)O)sc3c2CCCCC3)cc1,-1.1,-1.2,·,·,·,2.6,·,1.2,38,0,·
O=C(CNC(=O)c1sc2ccccc2c1Cl)NCc1ccc(F)cc1,1.8,0.2,-17,-3,-6,1.0,2,0.7,19,2,-9

# Given bar-delimited: part of the list above
Molecule | phage Ecoli inh | E coli growth | PKA-R2B activ | PKA-R1A activ | HTR5A inv ctr | AddAB inh | HTR5A ag | CDK5 p35 inh | SUMO Mot1 rescue | Tat export inh | DAGLB inh
O=C(NC1CCSc2ccccc21)c1cccc(Cl)c1 (stereo unspecified) | 1.0 | 2.3 | -15 | -3 | -12 | 4.7 | 3 | -1.5 | -6 | -13 | -6
Brc1ccc(N=C/C=C/C=C/Nc2ccc(Br)cc2)cc1 | 2.6 | 0.2 | -8 | -12 | 11 | 0.3 | -4 | 2.4 | 425 | 7 | 0
COc1cc(OC)c(S(=O)(=O)NC(C)C)cc1C(=O)O | 1.2 | -2.6 | -4 | 4 | 4 | 2.2 | -2 | -1.7 | -17 | 2 | 3
Cc1ccc(NC(=O)c2c(NC(=O)CCC(=O)O)sc3c2CCCCC3)cc1 | -1.1 | -1.2 | · | · | · | 2.6 | · | 1.2 | 38 | 0 | ·
COc1ccccc1NC(=O)c1csc2c1CCCC2 | 4.4 | 0.5 | -1 | 0 | -1 | 2.5 | 0 | -4.1 | 18 | 9 | -10
COc1ccc(C(=O)NCc2nnc(SCC(=O)NC3CCCC3)o2)cc1 | 1.0 | -2.2 | -4 | -13 | 10 | 1.1 | 1 | 1.0 | 11 | -4 | 1

# Sorted by length of the SMILES (low to high): part of the list above.
SMILES,phage Ecoli inh,E coli growth,PKA-R2B activ,PKA-R1A activ,HTR5A inv ctr,AddAB inh,HTR5A ag,CDK5 p35 inh,SUMO Mot1 rescue,Tat export inh,DAGLB inh
Cc1scc(C(=O)N/N=C/c2ccc(Cl)s2)c1C,6.4,2.3,-2,10,0,0.0,-2,-0.6,1,0,-2
CCN(C(=O)CSc1cccc[n+]1[O-])C1CCCCC1,1.8,-1.7,0,5,6,-1.5,-2,0.5,-17,-11,0
Cc1ccc(NC(=O)c2c(NC(=O)CCC(=O)O)sc3c2CCCCC3)cc1,-1.1,-1.2,·,·,·,2.6,·,1.2,38,0,·
